ELG1 DNA repair = blocks ELG1-dependent DNA repair in HEK293T cells | HEK293T ELG1-luciferase reporter, luminescence, 16 h; DNA damage induced by 5-fluorouridine | Potency, µM (doses to about 46.1 µM), for the others: at the highest dose activity change, negative = inhibition, actives largely listed as inhibitors | 330,000 tested, 2.3% active | AID 504467; also: potency is read from the fitted curve at half-maximal effect; % is scaled to controls: 0 for no effect and ±100 for the full control effect; nearly all actives have a fitted effect of over 55% in size
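DMSO vehicle served as the neutral condition. Each well held 2,000 cells given 5-fluorouridine plus compound; after 16 hr at 37 °C/5% CO2, ONE-Glo was added and luciferase measured 30 min later.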
BRCA1 expr act = increases BRCA1 expression. MCF7-BRCA1-FFLuc reporter, luminescence, 48 h; response scale: scaled: vehicle 0%, 10 µM genistein 100%. Potency, µM (series often up to 46.1 µM), without a hit: at the top dose activation, most hits filed as activators. 380,000 tested, 1.1% active. AID 624202; also: potency is read from the fitted curve at half-maximal effect; nearly all actives have a fitted effect of over 80% in size; some results filed as inactive show a strong effect at the top dose
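Luminescence from a BRCA1-driven firefly luciferase in MCF7 cells was read after 48 h compound exposure at 37 C. Data normalized against DMSO and a 10microM genistein activation control, then curve-fitted across the titration.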
ELG1 genotox = induces genotoxicity in HEK293T cells with luciferase-tagged ELG1; HEK293T ELG1-luciferase reporter, luminescence, 16 h; Potency, µM (titrated, usually from 46 µM), inactives show top-dose activity change, positive = activation, hits mostly activators; 330,000 tested, 1.3% active; also: potency is read from the fitted curve at half-maximal effect; % of control where 0% means no effect; nearly all actives have a fitted effect of over 60% in size
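Quantitative HTS format in 1536-well plates. HEK293T ELG1-luciferase reporter cells receive test compound and are incubated 16 hr at 37 °C, 5% CO2; ONE-Glo added, 30 min room temperature, then luminescence read.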
Gal4-VP16 FLuc = inhibits Gal4-VP16 luciferase reporter, ROR gamma counter-screen | AID 2546 | Drosophila S2 Gal4-VP16 UAS-luciferase, luminescence, 20 h | Potency, µM (doses to about 53.6 µM), inactives show at the top dose activity, negative = inhibition, usual class: inhibitors | 310,000 tested, 3.5% active;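 also: Gal4-VP16 expression switched on by copper sulfate through the metallothionein promoter; potency is read from the fitted curve at half-maximal effect; % is scaled to controls: 0 for no effect and ±100 for the full control effect; nearly all actives have a fitted effect of over 50% in size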
p53 reactivator = re-activators of mutant p53; H1299 p53-A138V BP100-luciferase reporter, luminescence, 24 h; Potency, µM (highest dose often 92.2 µM), inactives show at the top dose activity change, positive = activation, most hits filed as activators; 320,000 tested, 0.063% active; AID 504706; also: potency is read from the fitted curve at half-maximal effect; % of control where 0% means no effect; nearly all actives have a fitted effect of over 45% in size
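H1299 (p53-null), stable ts p53-A138V + BP100-Luc; 1000 cells/well, Opti-MEM/10% FBS; cpd 4 pt, 1:5; 24 h, 37 deg C, 5% CO2; detection reagent 10 min RT; luminescence.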
Tb PFK inh = T. brucei PFK enzyme inhibition. T. brucei PFK, ADP-Glo luminescence. Potency, µM (doses to about 57.5 µM), for inactives: top-dose activity, negative = inhibition, most hits filed as inhibitors. 330,000 tested, 0.17% active. AID 485367;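 also: potency is read from the fitted curve at half-maximal effect; 0% = uninhibited 1x PFK enzyme wells and -100% = no-enzyme wells; nearly all actives have a fitted effect of over 60% in size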
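In TEA buffer at pH 8.0 with 5 mM MgCl2, enzyme (1.25 nM) converted F6P (0.5 mM) and ATP (0.1 mM) for 45 min at room temperature. ADP product was read by luciferase luminescence.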
NPC1 promoter act = NPC1 promoter activation. Huh7 NPC1 promoter luciferase reporter, 24 h. Potency, µM (doses to about 9.22 µM), for inactives: at the highest dose activation, actives largely listed as activators. 320,000 tested, 2.4% active. AID 485313;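 also: potency is read from the fitted curve at half-maximal effect; % of control where 0% means no effect; nearly all actives have a fitted effect of over 60% in size; reporter is driven by a mutant NPC1 promoter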
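Huh7 cells stably carrying NPC1 promoter–luciferase, plated in Opti-MEM with 10% FBS for 2 h, were exposed to compound in DMSO for 24 h at 37 °C; luciferase reagent was added for 10 min and luminescence read.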
TRPV1 ag = activates the human vanilloid receptor TRPV1. Q8NER1. TRPV1-expressing cells, Fluo-8 calcium influx, agonist mode. activation, % at 8.33 µM. 320,000 tested, 0.19% active. AID 540275; in the data active = activation above about 80%; inconclusive = between about 30% and that limit; also: 0% is about no effect
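Fluo-8 calcium influx in TRPV1-expressing cells, kinetic read (ex 480/em 520 nm). Compound added and read 3 min for agonist activity, followed by capsaicin at EC20 final and 2 min further read for enhancement.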
Rab9 prom act = activates the Rab9 promoter; Huh7 Rab9 promoter-luciferase reporter, luminescence, 24 h; Potency, µM (titrated, usually from 9.22 µM), for inactives: at the top dose activation, negative = inhibition, actives largely listed as activators; 320,000 tested, 2.8% active; AID 485297; also: potency is read from the fitted curve at half-maximal effect; % of control where 0% means no effect; nearly all actives have a fitted effect of over 60% in size
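Measured in stably transfected Huh7 cells bearing a Rab9 promoter–luciferase construct: 24 h compound treatment at 37 °C, followed by luminescence detection.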
FLuc modulator = counter-screen for miR-21 project: firefly luciferase inhibitors or activators | P08659 | purified FLuc, Km substrates, luminescence inhibition | Potency, µM (series often up to 57.5 µM), without a hit: at the highest dose activity change, negative = inhibition, usual class: inhibitors | 360,000 tested, 6.9% active;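 also: potency is read from the fitted curve at half-maximal effect; plate controls were vehicle for no effect and reference inhibitor for full effect; nearly all actives have a fitted effect of over 55% in size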
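Purified P. pyralis luciferase (10nM final) with 10uM D-luciferin and 10uM ATP (Km levels) in 50mM Tris acetate pH 7.5, 10mM Mg acetate, 0.01% Tween-20, 0.05% BSA; qHTS 6-point titration, ~60 µM downward; luminescence read.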
RORgamma inh = inhibitors of mouse ROR gamma transcriptional activity. AID 2551. Potency, µM (top dose mostly 53.6 µM), inactives show at the top dose activity change, negative = inhibition, usual class: inhibitors. 310,000 tested, 5.4% active. Drosophila S2 Gal4-RORgamma UAS-luciferase reporter, 20 h; also: potency is read from the fitted curve at half-maximal effect; % is scaled to controls: 0 for no effect and ±100 for the full control effect; nearly all actives have a fitted effect of over 60% in size
Target sequence (P51450 whole entry, looked up, the tested form may be a part): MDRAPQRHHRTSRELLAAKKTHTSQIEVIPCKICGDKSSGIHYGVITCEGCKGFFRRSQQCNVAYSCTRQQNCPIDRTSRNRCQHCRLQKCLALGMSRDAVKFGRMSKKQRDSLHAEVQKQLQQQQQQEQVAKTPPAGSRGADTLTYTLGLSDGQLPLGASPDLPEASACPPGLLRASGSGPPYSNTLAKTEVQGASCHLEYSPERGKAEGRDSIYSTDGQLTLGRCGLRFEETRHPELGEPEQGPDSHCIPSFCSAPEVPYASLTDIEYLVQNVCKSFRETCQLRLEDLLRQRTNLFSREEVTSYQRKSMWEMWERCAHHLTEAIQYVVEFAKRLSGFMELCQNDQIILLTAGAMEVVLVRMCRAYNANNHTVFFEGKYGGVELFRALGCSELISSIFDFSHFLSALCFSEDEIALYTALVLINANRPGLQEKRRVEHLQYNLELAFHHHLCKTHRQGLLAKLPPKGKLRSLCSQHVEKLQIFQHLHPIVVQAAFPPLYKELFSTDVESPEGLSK
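Read-out: Photinus luciferase luminescence; inhibitors lower reporter signal. Insect Schneider cells with Gal4-ROR gamma fusion under metallothionein promoter, UAS reporter; 700 uM final copper sulfate induction, 20 hr, ambient temperature.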
* = called active by the depositor; u = inconclusive; x = no result given; & = joins results of further samples; [ ] = dose if it differs, or a comment. Unless noted, calls follow the shape of the dose curve; as a rule, active = well fitted curve in the direction sought with a large enough effect; inconclusive = small, poorly fitted or top-dose-only effect, or another doubt; inactive = no such curve, though single readings can be large; an effect the other way counts as inactive or inconclusive. The order is random. Share with any hit: about 15%.

Every second line gives: ELG1 DNA repair | BRCA1 expr act | ELG1 genotox | Gal4-VP16 FLuc | p53 reactivator | Tb PFK inh | NPC1 promoter act | TRPV1 ag | Rab9 prom act | FLuc modulator | RORgamma inh
- CCN(CC)S(=O)(=O)c1ccc(-c2nnc(SCC(C)=O)o2)cc1
→ 13.5% | 1.8% | 3.0% | 1.1% | 3.8% | 0.0% | 0.1% | -6.6 | 2.7% | -0.6% | 12.8%
- Nc1cc[n+](CC(=O)c2ccccc2)cc1
→ -10.6% | -7.9% | -4.8% | 6.1% | 8.3% | -3.3% | -27.3% | 10.1 | -30.5%[inhibitor] | 4.1% | u
- CCOCCCNC(=O)c1c(-c2ccccc2)noc1C
→ 14.2% | 0.0% | 1.5% | 1.0% | 6.1% | -1.2% | -1.2% | -1.2 | 8.5% | -0.9% | -4.8%
- Cc1oc2c(C)c3oc(=O)c(CCC(=O)N4C[C@H]5C[C@@H](C4)c4cccc(=O)n4C5)c(C)c3cc2c1C
→ u | 1.5% | 2.5% | -16.5% | x | -2.2% | -0.6% | 0.5 | 0.0% | 3.6% | -15.9%
- COC(=O)c1sc(NC(=S)NNC(=O)c2c(Br)c(C)nn2C)c(C(=O)OC)c1C
→ -22.7% | -0.5% | -10.4% | u | -14.6% | 0.2% | -5.9% | -7.6 | 10.5% | u | 6.31µM*
- N#CN1CCC(NS(=O)(=O)c2ccc(C(F)(F)F)cc2)CC1
→ 13.3% | -6.8% | -0.3% | x | 4.9% | 1.7% | x | x | x | x | x
- CCN(CC)C(=O)COc1ccc(S(=O)(=O)N2CCCC2)cc1
→ 13.3% | 6.9% | -0.2% | x | x | 0.3% | 1.4% | 2.7 | 6.6% | -1.8% | x
- Cc1cc(C)c2cc3c(N)c(C(=O)Nc4c(C)[nH]c(=O)[nH]c4=O)sc3nc2c1
→ 14.7% | -11.8% | 0.2% | -2.4% | -14.6% | -0.7% | -4.4% | -0.5 | -0.3% | -11.8% | 16.4%
- CCOc1ccccc1OCCC(=O)Nc1ccc(F)c(Cl)c1
→ 4.1% | -29.6% | -0.8% | u | -0.4% | -2.8% | -1.1% | 26.9 | -2.1% | 0.2% | u
- NC(=O)c1cccnc1
→ 13.5% | 18.8% | 0.3% | -5.7%&-4.8%&-1.6% | -3.3% | -2.3% | -1.4% | -3.7 | 12.7% | -1.1% | 10.4%&-18.7%&6.2%
- COc1ccc(-c2[nH]ncc2CNC(C)c2ccccc2Cl)cc1F (configuration not stated)
→ 5.9% | 2.2% | -6.6% | -2.8% | -3.1% | 2.3% | -2.1% | 1.0 | -8.9% | 1.7% | 0.9%
- CCc1c(C)nc(SCCOc2ccc(OC(C)C)cc2)[nH]c1=O
→ -10.6% | -41.4% | -5.3% | u | 2.0% | -2.9% | 0.9% | 7.2 | 1.3% | 3.6%[2.3 µM] | -7.8%
- CC(C)c1ccccc1NC(=S)NCC1(N(C)C)CCCCC1
→ -3.4% | 2.7% | -2.2% | u | u | -1.0% | -3.1% | 6.9 | -9.2% | 2.0% | 15.8µM*
- CC(=O)Nc1ccc(S(=O)(=O)NC(C(=O)O)C(C)O)cc1 (configuration not stated)
→ -5.8% | 4.0% | -0.3% | -0.9% | -0.7% | -4.0% | -1.4% | -1.3 | 1.1% | 0.0% | -4.9%
- O=C(Cn1cc2c(n1)CCCC2)N1CCc2ccccc21
→ 10.9% | 12.6% | 0.0% | u | 14.8% | -2.6% | -1.1% | -1.1 | -2.4% | -8.1% | -8.0%
- CCOC(=O)C(C)n1ncn2cccc2c1=O (configuration not stated)
→ 4.5% | 7.4% | -2.4% | -5.3% | 18.5% | -4.5% | -1.6% | -8.5 | -2.5% | -0.3% | 23.0%
- Cc1ccc(NC(=O)NNC(=O)CN2C(=O)COc3ccccc32)cc1
→ 12.1% | -5.2% | 1.5% | -2.9% | 1.1% | 2.6% | -2.3% | 1.6 | -0.2% | u | 5.5%

An excerpt from above in order of length of the SMILES, highest first.
Every second line gives: ELG1 DNA repair | BRCA1 expr act | ELG1 genotox | Gal4-VP16 FLuc | p53 reactivator | Tb PFK inh | NPC1 promoter act | TRPV1 ag | Rab9 prom act | FLuc modulator | RORgamma inh
- CCN(CC)S(=O)(=O)c1ccc(-c2nnc(SCC(C)=O)o2)cc1
→ 13.5% | 1.8% | 3.0% | 1.1% | 3.8% | 0.0% | 0.1% | -6.6 | 2.7% | -0.6% | 12.8%
- Cc1ccc(NC(=O)NNC(=O)CN2C(=O)COc3ccccc32)cc1
→ 12.1% | -5.2% | 1.5% | -2.9% | 1.1% | 2.6% | -2.3% | 1.6 | -0.2% | u | 5.5%
- CC(=O)Nc1ccc(S(=O)(=O)NC(C(=O)O)C(C)O)cc1 (configuration not stated)
→ -5.8% | 4.0% | -0.3% | -0.9% | -0.7% | -4.0% | -1.4% | -1.3 | 1.1% | 0.0% | -4.9%
- CCc1c(C)nc(SCCOc2ccc(OC(C)C)cc2)[nH]c1=O
→ -10.6% | -41.4% | -5.3% | u | 2.0% | -2.9% | 0.9% | 7.2 | 1.3% | 3.6%[2.3 µM] | -7.8%
- CCOc1ccccc1OCCC(=O)Nc1ccc(F)c(Cl)c1
→ 4.1% | -29.6% | -0.8% | u | -0.4% | -2.8% | -1.1% | 26.9 | -2.1% | 0.2% | u
- O=C(Cn1cc2c(n1)CCCC2)N1CCc2ccccc21
→ 10.9% | 12.6% | 0.0% | u | 14.8% | -2.6% | -1.1% | -1.1 | -2.4% | -8.1% | -8.0%
- CCOCCCNC(=O)c1c(-c2ccccc2)noc1C
→ 14.2% | 0.0% | 1.5% | 1.0% | 6.1% | -1.2% | -1.2% | -1.2 | 8.5% | -0.9% | -4.8%
- NC(=O)c1cccnc1
→ 13.5% | 18.8% | 0.3% | -5.7%&-4.8%&-1.6% | -3.3% | -2.3% | -1.4% | -3.7 | 12.7% | -1.1% | 10.4%&-18.7%&6.2%

Screening results as filed in PubChem BioAssay.
